# PAX8 inh HTS: PAX8 transcriptional activity inhibition. RMG-I TPO-luciferase reporter, SteadyGlo, 24 h. inhibition, % at 12.6 µM. 360,000 compounds, 1.2% hits. AID 652154;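 active = mean replicate inhibition at least 60% with every replicate also reaching 60%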;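 also: luciferase light reporting Pax8 driven TPO promoter activity; plate controls were median of neutral control wells for no effect and mitoxantrone controls for full effect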
# Statin myotox sup: suppression of simvastatin myotoxicity; C2C12 myotubes + simvastatin, ATP luminescence, 48 h; scaled: DMSO 0, geranylgeraniol control 100; rescue of ATP level, % at 7.49 µM; 330,000 compounds, 0.78% hits; AID 602340;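 active = mean ATP rescue above about 67%, or every replicate alone reaching that limit, limit read from the data, passing the limit was not always enough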;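 also: myotubes were challenged with 10 µM simvastatin during compound exposure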
# Cneo AK release: Cryptococcus neoformans lysis via adenylate kinase release | AID 651654 | 360,000 compounds, 0.2% hits | C. neoformans lysis, adenylate kinase release luminescence, 4 h; normalised: neutral wells 0, clomiphene wells 100 | lysis activity, % at 15 µM;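 active = mean lysis activity across replicates of at least 80%, whatever share of replicates individually reach that level; inactive = mean lysis activity below 80%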
#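 Schedule: static 4 h at 37 °C with compound, 1 h detection; system: C. neoformans cells; benchmarks: Clomiphene as positive control; buffer or medium: fresh YPD medium; measure: luminescence rise reflecting yeast cell lysis; measured by: luminescent adenylate kinase detection reagent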
# GSIS activator: primary screen for activators of insulin secretion dependent on glucose, INS-1E cells, GLuc reporter luminescence | AID 743287 | INS-1E GLuc reporter insulin secretion, 2-3 h | 370,000 compounds, 0.61% hits | activation, % at 16.6 µM;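 active = lowest replicate activation of at least 40%, so every replicate reaches that level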;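 also: 0% = median of neutral control wells and 100% = median of IBMX positive control wells; some compounds called inactive have numbers as strong as hits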
# ARNT-TACC3 inh: disruptors of human ARNT/TACC3 interaction; 390,000 compounds, 0.66% hits; AlphaScreen His-ARNT PAS-B/GST-TACC3 binding, luminescence; TACC3 fragment carries E629A point mutation; Q9Y6A5; inhibition, % at 9.99 µM;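 active = mean inhibition of replicates at least 50% and at least half of replicates each reaching 50%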;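 also: 0% = complete ARNT plus TACC3 wells and 100% = ARNT alone without TACC3; many hits fall short of the cut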
# PGC1a acetyl inh: modulators of PGC1a acetylation; U2OS PGC1a acetylation, AlphaScreen anti-acetyl-lysine; with virally co-expressed GCN5 acetyltransferase; inhibition, % at 15.6 µM; 350,000 compounds, 0.17% hits;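 active = every replicate shows inhibition of at least 40%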;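 also: 0% = neutral control wells and 100% = positive control wells; some results beyond the cut were filed as inactive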
# PglD DTNB: inhibitors of Campylobacter jejuni PglD acetyltransferase. AID 602405. purified PglD enzyme, DTNB colorimetric CoA detection. 360,000 compounds, 0.098% hits. inhibition, % at 12.5 µM; in the data active = inhibition above about 16%, passing the limit was not always enough; also: strong numbers were not always called active
# LGR2 antag: Drosophila LGR2 receptor signaling inhibition. inhibition, % at 9.99 µM. HEK293 LGR2, CRE-luciferase, bursicon-stimulated, 4 h. 380,000 compounds, 0.35% hits;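 active = drop in luminescence signal, shown as inhibition above about 50% in the replicate tests, limit read from the data, passing the limit was not always enough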;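 also: agonist challenge used bursicon conditioned medium at about half maximal strength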
# Starred values were filed as active, the others as inactive; · = no result given. Random draw from the library (roughly 2.9% active in at least one column).
SMILES,PAX8 inh HTS,Statin myotox sup,Cneo AK release,GSIS activator,ARNT-TACC3 inh,PGC1a acetyl inh,PglD DTNB,LGR2 antag
NC(=O)C1CCN(C(=O)CN(C2CCCCC2)S(=O)(=O)c2ccc(F)cc2)CC1,1,-7,2,-6,·,5,1,4
CCCc1cc(C(=O)N2CCCC(CO)(CCCc3ccccc3)C2)n(C)n1 (stereo not given),22,-5,-2,-44,-5,-8,0,3
COc1ccc(-c2ccc3c(c2)[C@@H]2[C@@H](CCN2C(=O)c2cccc(F)c2)[C@H](CO)N3)cc1,28,3,-5,3,22,7,0,35
COC(=O)CCCC1=CC2=C(c3ccccc3)C(=O)C(C)(OC(=O)C3CCCC3)C(=O)C2=CN1C1CCCC1 (stereo not given),2,-23,-1,-5,5,-13,-4,18
COc1cccc(C(=O)NCCNC(=O)c2ccccn2)c1,-1,6,6,4,2,0,-1,14
Cc1ccc(CNC(=O)c2ccc(N3CCC4(CC3)CC(c3ccccc3)=NO4)c(N)c2)cc1,0,-21,0,4,1,·,-1,-2
CO[C@@H]1CN(C)C(=O)c2cc(NC(=O)Nc3ccccc3)ccc2OC[C@@H](C)N(CC2CC2)C[C@@H]1C,·,12,-3,-3,-14,-6,-2,-4
Cc1cccc(NC(=O)c2ccc(CN3CCN(Cc4ccccc4)CC3)cc2)c1,16,·,·,4,-5,·,·,10
CC(=O)c1ccc(N2CCN(CC(O)COC(c3ccccc3)c3ccccc3C)CC2)cc1 (stereo not given),12,-4,0,-20,-9,·,2,-14
COc1ccc(S(=O)(=O)Nc2ccc3c(c2)CC(=O)N([C@@H](C)CO)C[C@H](C)[C@H](CN(C)Cc2ccc(-c4ccccc4)cc2)O3)cc1,6,-16,0,-1,-2,-26,-2,10
CCNC(=O)Nc1ccc2c(c1)C(=O)N(C)[C@H]1CC[C@@H](CC(=O)NCC3CC3)O[C@@H]1CO2,2,-14,4,3,-2,0,-45,14
Cc1ccc2cccc(NC3OC(=O)c4ccccc43)c2n1 (stereo not given),19,·,·,17,7,·,·,16
C[C@H](CO)N1C[C@H](C)[C@H](CN(C)Cc2ccc(C(=O)O)cc2)Oc2ccc(NS(=O)(=O)c3cn(C)cn3)cc2CC1=O,10,-19,1,13,30,5,-1,2
COc1ccc(NC(=O)N(C)C[C@@H]2Oc3c(NS(=O)(=O)c4cn(C)cn4)cccc3C(=O)N([C@H](C)CO)C[C@H]2C)cc1,·,·,1,7,0,4,12,-6
c1cc(-c2cc3nc(NC4CCCCC4)ccn3n2)ccc1OCCN1CCOCC1,-1,-46,-2,1,·,-10,0,12
C[C@H](CO)N1C[C@H](C)[C@@H](CN(C)C(=O)Nc2ccc(F)cc2)Oc2c(NS(=O)(=O)c3cccs3)cccc2C1=O,-5,-18,42,-3,4,0,5,-9
COc1ccc(CN2CCC(Oc3ccc(C(=O)N4CCCCC4)cc3)CC2)cc1C,-3,-17,4,-32,4,-7,-4,-1
CN1c2ccc(-c3cccc(C#N)c3)cc2[C@@H]2[C@@H](CCN2C(=O)NC2CCCCC2)[C@@H]1CO,51,-5,-22,-17,-7,15,1,-5
C[C@@H]1CN([C@H](C)CO)C(=O)c2cccc(NS(=O)(=O)c3ccccc3)c2O[C@@H]1CN(C)C(=O)NC1CCCCC1,-8,58,-2,7,-3,10,-2,2
C[C@@H]1CN([C@H](C)CO)C(=O)c2cc(N(C)C)ccc2O[C@@H](C)CCCCO[C@@H]1CN(C)S(=O)(=O)c1cn(C)cn1,-1,15,1,-3,-13,-7,3,6
Oc1ccc(C[C@H]2CNC(=S)N2CCc2cc(C(F)(F)F)cc(C(F)(F)F)c2)cc1,2,35,41,-24,3,·,7,13
O=C(C1CCN(c2ncnc3c2nc2n3CCCCC2)CC1)N1CCN(c2cccc(Cl)c2)CC1,47,12,4,-10,9,·,-2,28
CC(=O)Nc1ccc(-c2csc(NC(=O)CN3C(=O)NC4(CCCC4)C3=O)n2)cc1,2,-6,1,6,3,·,-6,-25
Cc1ccc(NC(=O)N2CCN(S(=O)(=O)c3ccccc3)CC2)cc1,7,·,·,-8,-6,1,·,-3
CCCCc1n[nH]c2c1C(=O)CC(C)(C)C2,·,-7,0,·,11,-19,1,·
# New compounds follow.
SMILES,PAX8 inh HTS,Statin myotox sup,Cneo AK release,GSIS activator,ARNT-TACC3 inh,PGC1a acetyl inh,PglD DTNB,LGR2 antag
Cc1nn(C)c(NC(=O)c2ccccc2Cl)c1Br,-1,8,-3,2,-9,·,-1,-12
C=CCn1c(=S)sc2c(=O)[nH]c(C)nc21,22,·,0,7,·,3,3,-7
Cc1ccc(C)c(N2CCN(CCCc3ccccc3)CC2)c1,-26,5,6,·,-16,0,4,·
CC1(C)C2CCC1(CS(=O)(=O)NCc1ccc(C(=O)O)cc1)C(=O)C2 (stereo not given),·,-12,-2,·,-4,6,3,·
COCCn1c(=S)[nH]c2cc(C(=O)N3CCN(Cc4ccc5c(c4)OCO5)CC3)ccc2c1=O,56,·,1,·,23,·,5,·
C#CCOCCOCCOCCNc1nc(N2CCN(C(=O)[C@H](CCCN=C(N)N)n3cc(C(N)[C@@H](C)CC)nn3)CC2)nc(N2CCN(C(=O)[C@H](CCC(=O)O)n3cc([C@@H](N)CC(N)=O)nn3)CC2)n1 (stereo not given in full),8,10,16,-2,33,9,1,8
Cc1ccc(C2=C(O)c3ccccc3C(=O)C2=O)cc1,5,6,-1,-10,-6,-8,-1,6
O=C(C[C@@H]1C=C[C@H](NS(=O)(=O)c2ccc(F)cc2)[C@H](CO)O1)NCCc1ccncc1,-17,-3,1,-9,-8,-1,-3,-2
CCN1C[C@@H]2[C@@H]3C(=O)N(Cc4ccccc4)C(=O)[C@@H]3[C@](CC)(C1=O)N2C(=O)c1ccccc1,-2,-2,7,13,-2,·,-1,-12
COc1ccc(CCNC(=O)N2CCOCC2)cc1,·,-16,-2,·,-9,-4,-4,·
COC(=O)CN1C(=O)C(O)=C(C(C)=O)C1c1ccc([N+](=O)[O-])cc1 (stereo not given),8,·,0,·,-5,·,-2,·
COc1ccc2oc(C(=O)OCC(=O)N(CC(C)C)c3c(N)n(Cc4ccccc4)c(=O)[nH]c3=O)c(C)c2c1,5,-24,-3,-10,-8,6,7,6
COC(=O)CN1C(=O)[C@H]2[C@@H](C3CC3)N3C(=O)CN(CCO)C(=O)[C@@]3(Cc3ccccc3)[C@H]2C1=O,-25,-3,2,·,6,0,5,·
N#CCOC(=O)/C=C/c1ccc2c(c1)OCO2,3,·,·,-4,9,·,·,-32
COc1ccccc1C1(CCN=Cc2ccc(N(C)C)cc2)CCOC(C)(C)C1 (stereo not given),-7,·,1,-6,2,·,7,-3
C[C@H](CO)N1C[C@H](C)[C@@H](CN(C)Cc2ccc(C(=O)Nc3ccccc3N)cc2)Oc2ccc(NC(=O)Cc3ccccc3)cc2CC1=O,3,·,·,25,·,-2,·,-17
CC(Sc1nnc(COc2ccccc2)n1Cc1ccccc1)C(=O)O (stereo not given),0,6,0,9,-6,1,-2,18
CC(C)(CC(=O)O)CC(=O)N1CCCN(c2nc3ccc(Cl)cc3s2)CC1,13,·,·,12,-7,·,·,5
COc1ccccc1N(C)c1cc2c(c3c1ccn3C)C1CCC2C1 (stereo not given),56,-11,-2,3,·,-6,-3,16
COc1ccc(CCC(=O)N2CCN(c3ccc(OC)cc3)CC2)cc1,13,8,2,-5,·,·,4,-15
CC(=O)c1ccc(OCc2ccccc2)c(C)c1O,-125,-7,0,9,1,·,-6,-42
COC(=O)N(C)C[C@@H]1OCc2ccccc2-c2ccccc2C(=O)N([C@H](C)CO)C[C@H]1C,·,·,-1,5,2,1,-3,-18
c1ccc(CNc2nc(NCC3CC3)nc3cc(-c4ccccc4)sc23)cc1,-36,-11,7,-4,·,-13,3,-21
COc1cccc(CNc2nc3cc(-c4cccc(C(F)(F)F)c4)sc3c(=O)n2C)c1,-21,-6,0,10,·,-3,-2,5
CC(C)(C)OC(=O)C[C@@H]1C/C=C\C[C@@H](CC(=O)N(CCO)Cc2ccccc2)C(=O)N[C@H](Cc2ccccc2)COC1=O,7,3,-1,-13,-4,-9,-1,3

# Entries of single compounds as entered above:
# COCCn1c(=S)[nH]c2cc(C(=O)N3CCN(Cc4ccc5c(c4)OCO5)CC3)ccc2c1=O as listed: PAX8 inh HTS: 56; Statin myotox sup: ·; Cneo AK release: 1; GSIS activator: ·; ARNT-TACC3 inh: 23; PGC1a acetyl inh: ·; PglD DTNB: 5; LGR2 antag: ·
# CC(C)(CC(=O)O)CC(=O)N1CCCN(c2nc3ccc(Cl)cc3s2)CC1 as listed: PAX8 inh HTS: 13; Statin myotox sup: ·; Cneo AK release: ·; GSIS activator: 12; ARNT-TACC3 inh: -7; PGC1a acetyl inh: ·; PglD DTNB: ·; LGR2 antag: 5
# c1ccc(CNc2nc(NCC3CC3)nc3cc(-c4ccccc4)sc23)cc1 as listed: PAX8 inh HTS: -36; Statin myotox sup: -11; Cneo AK release: 7; GSIS activator: -4; ARNT-TACC3 inh: ·; PGC1a acetyl inh: -13; PglD DTNB: 3; LGR2 antag: -21

# Later entries:
SMILES,PAX8 inh HTS,Statin myotox sup,Cneo AK release,GSIS activator,ARNT-TACC3 inh,PGC1a acetyl inh,PglD DTNB,LGR2 antag
CC(C)C(=O)Nc1ccc2c(c1)C(=O)N(C)[C@H]1CC[C@H](CC(=O)NCc3ccc(F)cc3)O[C@H]1CO2,4,5,-19,-2,-1,0,22,-13
CC(=O)N(OCc1ccc(OC(C)C)c(Cl)c1)C(C)=O,-14,·,2,15,-11,2,0,-19
CCCNC(=O)N(C)C[C@@H]1Oc2cc(C#C[C@@H](C)O)ccc2S(=O)(=O)N([C@@H](C)CO)C[C@H]1C,·,-13,1,15,0,-2,-2,-5
Cc1cccc(NC(=S)N2CCCCCC2)c1C,-9,21,39,-3,1,-4,-4,10
O=C(COc1ccc2c3c(c(=O)oc2c1)CCCC3)NCC(O)c1ccccc1 (stereo not given),-8,-3,-1,16,-5,3,1,1
C[C@@H]1CN([C@@H](C)CO)C(=O)Cc2cc(NC(=O)C3CCCCC3)ccc2O[C@@H]1CN(C)C(=O)NC1CCCCC1,14,2,-1,14,-1,2,-7,6
CCc1nc2ccc(C(=O)N3CCNC(=O)C3)cn2c1N(C)CCC(C)C,-9,16,2,3,·,8,2,-11
C[C@@H]1CCCCO[C@H](CN(C)S(=O)(=O)c2ccc(Cl)cc2)[C@H](C)CN([C@H](C)CO)C(=O)c2cc(NS(=O)(=O)c3cccs3)ccc2O1,20,·,75,-8,-4,-7,-5,20
CCCCC(=O)Nc1nc2c(s1)COc1ccccc1-2,·,10,-6,·,-4,-6,-1,·
COc1ccc(CCNC(=O)COC(=O)Cc2ccccc2F)cc1,·,8,0,·,1,1,-4,-14
COC(=O)c1cc(S(=O)(=O)NCCN2CCOCC2)cn1C,-2,8,6,3,-5,-5,5,-10
CC1=C(C(=O)N2CCOCC2)C(c2cc(C)cs2)NC(=O)N1 (stereo not given),9,·,-1,·,-5,-9,-6,·
CC1CCCCC12NC(=O)N(CC(=O)NCCc1ccccc1)C2=O (stereo not given),·,0,-3,-8,3,-6,11,10
CCC(CC)NC(=O)CC(c1ccccc1)c1ccccc1,7,4,2,-15,·,-2,2,-7
C[C@H](CO)N1C[C@H](C)[C@@H](CN(C)C(=O)C2CCCCC2)Oc2cc(-c3ccccc3)ccc2S1(=O)=O,·,-8,1,6,·,-10,-1,25
COc1ccc(CN2CCN(C(=O)c3ccccc3C(=O)c3ccccc3)CC2)cc1OC,6,9,2,16,0,-4,5,-10
O=c1c2ccccc2nnn1-c1ccc(Br)cc1,-111,·,1,·,-29,-2,1,·
COC(=O)NNC(=O)C(C)Oc1ccc(Cl)cc1Cl (stereo not given),·,·,·,4,-4,14,·,-7
CCOC(=O)/C(N=Nc1ccc2c(c1)OCO2)=C(\C)O,-126,·,·,9,4,·,·,-38
